Source: PubChem BioAssay
CXXC DNA block = qHTS Fluorescence Polarization Assay for Inhibitors of MLL CXXC domain - DNA interaction. Histone-lysine N-methyltransferase 2A (Homo sapiens), Q03164. MLL-CXXC / FITC-HOXA9 DNA fluorescence polarization. Potency, µM (doses to about 115 µM), without a hit: top-dose activity change, negative = inhibition, hits mostly inhibitors. 290,000 tested, 0.037% active. AID 2662, 2010; active means well fitted inhibition curve with a large enough effect in the polarisation, with a control signal flat, not every such curve was filed as active; inconclusive means small, poorly fitted or top-dose-only effect, or effect the other way, or a change in a side signal; inactive means no such curve, though single readings can be large or run the other way; the % refers to the polarisation; further: potency means the concentration at half of the fitted maximal effect
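Fluorescence polarization: 7 uM MLL-CXXC (stock) preincubated 5 min with compounds, then 50 nM fluorescein-HOX-A9 DNA (stock) added; 30 min ambient. Buffer 50 mM Tris-HCl pH 7.5, 50 mM NaCl, 1 mM DTT, 0.05% BSA.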
USP2a block = qHTS Assay for Inhibitors of Ubiquitin-specific Protease USP2a Using CHOP2 as the Reporter | Potency, µM (series often up to 38.3 µM), for the others: at the highest dose activity change, negative = inhibition, actives largely listed as inhibitors | 330,000 tested, 0.01% active | Ubiquitin carboxyl-terminal hydrolase 2 (Homo sapiens), O75604 | USP2 core, Ub-CHOP2 coupled fluorogenic reporter, 485/531 | AID 463254, 2010;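 further: potency means the concentration at half of the fitted maximal effect; plate controls were DMSO wells for no effect and full inhibition by NEM control for full effect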
Target sequence (O75604 whole entry, looked up): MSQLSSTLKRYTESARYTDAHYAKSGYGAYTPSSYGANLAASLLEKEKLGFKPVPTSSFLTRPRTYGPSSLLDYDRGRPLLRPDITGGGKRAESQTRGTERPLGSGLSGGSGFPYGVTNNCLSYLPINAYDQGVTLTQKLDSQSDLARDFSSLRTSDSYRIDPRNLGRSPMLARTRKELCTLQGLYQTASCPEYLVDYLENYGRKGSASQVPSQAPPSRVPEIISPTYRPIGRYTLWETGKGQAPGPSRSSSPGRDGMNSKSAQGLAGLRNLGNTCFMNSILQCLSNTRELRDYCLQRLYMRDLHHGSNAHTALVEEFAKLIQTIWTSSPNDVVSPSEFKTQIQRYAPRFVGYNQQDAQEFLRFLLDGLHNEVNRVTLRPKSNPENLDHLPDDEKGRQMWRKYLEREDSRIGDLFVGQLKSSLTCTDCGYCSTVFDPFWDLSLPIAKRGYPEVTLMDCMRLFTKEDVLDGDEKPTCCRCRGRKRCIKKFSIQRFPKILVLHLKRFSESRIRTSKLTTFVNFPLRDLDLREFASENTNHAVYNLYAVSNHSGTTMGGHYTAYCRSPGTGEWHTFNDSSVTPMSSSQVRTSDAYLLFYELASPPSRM
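USP2 core (10nM final) preincubated 30min RT with compound in 20mM Tris-HCl pH 8.0, 2mM CaCl2, 2mM beta-mercaptoethanol, 0.05% CHAPS; 25nM Ub-CHOP2 plus 25nM reporter substrate added, fluorescence (Ex485/Em531) read after 60min.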
TRPV1 agonist = HTS Assay for Compounds that Act as Agonists of the Vanilloid Receptor 1 | Transient receptor potential cation channel subfamily V member 1 (Homo sapiens), Q8NER1 | TRPV1-expressing cells, Fluo-8 calcium influx, agonist mode | activation, % at 8.33 µM | 320,000 tested, 0.19% active; in the data active means activation above about 80%; inconclusive means between about 30% and that limit; further: 0% is about no effect
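TRPV1-expressing cells were cultured overnight at 35.5C and loaded with Fluo-8 calcium dye for 40 to 90 min at room temperature. After a 10 s baseline, compound was added and calcium influx was read kinetically for 3 min (ex 480/em 520 nm).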
PKM2 act = qHTS Assay for Activators of Human Muscle isoform 2 Pyruvate Kinase; Potency, µM (highest dose often 57.5 µM), without a hit: at the highest dose activation, actives largely listed as activators; AID 1631, 2009; Pyruvate kinase PKM (Homo sapiens), P14618; 260,000 tested, 0.34% active; purified PKM2, Kinase-Glo ATP luminescence, activation; response scale: 0% is enzyme alone, no compound; further: potency means the concentration at half of the fitted maximal effect; on the % scale 0 is the no-effect control and ±100 the full control effect; nearly all actives have a fitted effect of over 55% in size
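ATP formation by purified human PK-M2, quantified via coupled luciferase luminescence after 1 h at room temperature with 0.1 mM ADP and 0.5 mM PEP final.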
Giardia killer = Small Molecules that selectively kill Giardia lamblia: qHTS; AID 540267, 2011; 340,000 tested, 0.15% active; activity change, % at 7.66 µM, hits read low; Giardia lamblia trophozoite viability; in the data active means activity change below about -80%; inconclusive means between about -30% and that limit;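 further: parasites exposed to compound for two days anaerobically before the ATP read; on the % scale 0 is the no-effect control and ±100 the full control effect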
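Anaerobic 48 hrs incubation at 37 deg C of 100 trophozoites/well with test compounds; ATPLite 1-Step luminescence, 15-30 min RT, reports cellular ATP as viability.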
Coupling enz = qHTS Assay for Inhibitors of Fructose-1,6-bisphosphate Aldolase from Giardia Lamblia: Coupling assay counterscreen | coupling enzyme system counterscreen, AmpLite Red fluorescence | activity change, negative = inhibition, % at 58.2 µM, hits read low | 290,000 tested, 0.67% active | AID 2472, 2010; in the data active means activity change below about -30%; further: on the % scale 0 is the no-effect control and ±100 the full control effect
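Coupling enzymes only (glyceraldehyde-3-phosphate) + compound, at 57.5 uM final, 10 min RT; add substrate/coupling/AmpLite Red mix, 20 min RT; fluorescence ex 525/em 598 nm. Actives flag coupling-system interference.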
GALK inh = qHTS Assay for Inhibitors of Human Galactokinase (GALK); Purified GALK, Kinase-Glo residual ATP luminescence; Potency, µM (top dose mostly 57.5 µM), for inactives: top-dose activity change, negative = inhibition, hits mostly inhibitors; 270,000 tested, 0.007% active; AID 1868, 2009; further: potency means the concentration at half of the fitted maximal effect; on the % scale 0 is the no-effect control and ±100 the full control effect
Target sequence (P51570 whole entry, looked up): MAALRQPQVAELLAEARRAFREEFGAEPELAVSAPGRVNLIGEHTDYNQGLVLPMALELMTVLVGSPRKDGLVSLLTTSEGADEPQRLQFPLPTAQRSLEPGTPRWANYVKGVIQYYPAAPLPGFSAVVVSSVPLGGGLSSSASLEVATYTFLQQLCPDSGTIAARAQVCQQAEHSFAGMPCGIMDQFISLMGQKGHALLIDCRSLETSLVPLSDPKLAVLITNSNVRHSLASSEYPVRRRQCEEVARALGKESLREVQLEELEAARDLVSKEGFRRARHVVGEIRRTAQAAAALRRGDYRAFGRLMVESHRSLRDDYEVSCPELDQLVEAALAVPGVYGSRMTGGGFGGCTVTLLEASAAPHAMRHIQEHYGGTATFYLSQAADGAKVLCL
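Human GALK (5 nM) with 35 uM ATP and 100 uM galactose in 20 mM HEPES pH 8.0, 5 mM MgCl2, 60 mM NaCl, 1 mM DTT, 0.01% BSA. After 1 h at room temperature, leftover ATP was read by Kinase-Glo Plus luminescence.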
Menin-MLL TR inh = qHTS Assay for Inhibitors Targeting the Menin-MLL Interaction in MLL Related Leukemias: Competition With Texas Red Labeled MLL-derived Mutant Peptide. Potency, µM (doses to about 61.6 µM), for the others: at the highest dose FP activity change, negative = inhibition, usual class: inhibitors. AID 1768, 2009. 270,000 tested, 0.23% active. Menin + Texas Red MLL mutant peptide, fluorescence polarization; active means well fitted inhibition curve with a large enough effect in the polarisation, with a control signal flat, not every such curve was filed as active; inconclusive means small, poorly fitted or top-dose-only effect, or effect the other way, or a change in a side signal; inactive means no such curve, though single readings can be large or run the other way; the % refers to the polarisation; further: potency means the concentration at half of the fitted maximal effect; % of control where 0% means no effect; many of its hits are not listed in these tables
B2AR arrestin = qHTS assay of beta-arrestin-biased ligands of beta2-adrenergic receptor. Beta-2 adrenergic receptor (Homo sapiens), P07550. beta-arrestin recruitment to beta2AR, cell-based reporter. Potency, µM (top dose mostly 46.1 µM), for the others: top-dose activation, hits mostly activators. 330,000 tested, 0.02% active. AID 492947, 2010;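 further: potency means the concentration at half of the fitted maximal effect; 0% = DMSO controls and full agonism = EC100 isoproterenol or metaproterenol; nearly all actives have a fitted effect of over 65% in size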
hERG WT inh = qHTS for Inhibitors of KCHN2 3.1: Wildtype qHTS | 340,000 tested, 0.37% active | activity change, % at 1.84 µM | AID 720551, 2013 | U2OS, BacMam KCNH2, thallium flux FluxOr; hits give low values | Voltage-gated inwardly rectifying potassium channel KCNH2 (Homo sapiens), Q12809;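 active means maximum activity change below -70%; inconclusive means maximum activity change between -70% and -50%; inactive means maximum activity change above -50%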; further: on the % scale 0 is the no-effect control and ±100 the full control effect
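U2OS cells transduced with wild-type KCNH2 virus are loaded with FluxOr dye for 45 min, and thallium flux is measured in kinetic reads before and after stimulation buffer. Rate constants are normalized to DMSO controls.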
KCNH2 3.1 block = qHTS for Inhibitors of KCHN2 3.1: Mutant qHTS; U2OS KCNH2 3.1, thallium flux FluxOr; hits give low values; Potassium voltage-gated channel subfamily H member 2, brain isoform KCNH2 3.1 (human); activity change, % (tested at about 1.8 µM); 340,000 tested, 0.95% active;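 active means maximum activity change below -70%; inconclusive means maximum activity change from -70% to -50%; inactive means maximum activity change above -50%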;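 further: thallium influx rate constant from kinetic fluorescence after stimulation buffer; on the % scale 0 is the no-effect control and ±100 the full control effect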
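Normalized rate constant (relative to positive and negative DMSO controls) derived from a 2 min kinetic fluorescence read after stimulation; U2OS cells expressing the 3.1 isoform via virus at 1.77 x 10^8 /mL.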
* = called active by the depositor; ? = inconclusive; . = no result given; [ ] = dose if it differs, or a comment. Unless noted, the call rests on the fitted dose curve; in most records, active means well fitted curve in the direction sought with a large enough effect; inconclusive means small, poorly fitted or top-dose-only effect, or another doubt; inactive means no such curve, though single readings can be large; an effect the other way counts as inactive or inconclusive.

Results follow in this order: CXXC DNA block	USP2a block	TRPV1 agonist	PKM2 act	Giardia killer	Coupling enz	GALK inh	Menin-MLL TR inh	B2AR arrestin	hERG WT inh	KCNH2 3.1 block
- CC1Oc2ccccc2N(Cc2ccccc2F)C1=O (stereo not given)
→ -6%	3%	5	-1%	.	1	5%	-10%	0.3%	.	.
- Cc1ccc(NC(=O)c2sc(N)nc2-c2ccc([N+](=O)[O-])cc2)c(C)c1
→ 13%	2%	.	3%	-2	-1	-3%	.	0.2%	2	-5
- Cc1nc(CC(=O)NNS(=O)(=O)c2ccc(F)c(Cl)c2)cs1
→ -3%	0%	-2	-1%	-6	1	1%	-5%	-0.7%	3	-14
- NC(=O)CC(NC(=O)Cc1cccc2ccccc12)c1ccc(NCc2ccccn2)c([N+](=O)[O-])c1 (stereo not given)
→ -9%	0%	0	11%	0	0	-2%	.	-0.5%	-2	-4
- Cc1ccc2[nH]c(=O)c(CN(CC3COCCO3)C(=O)Nc3ccccc3C)cc2c1 (stereo not given)
→ -4%	2%	3	0%	4	1	-1%	-23%	-0.9%	1	-106*
- COc1ccc(NC(=O)Nc2ccc(OCC(=O)N3CCOCC3)cc2)cc1OC
→ 10%	0%	-4	4%	-4	-7	3%	-8%	-0.3%	4	-3
- COc1cc(O)oc1C=Nc1ccc(C(=O)O)cc1
→ 2%	-1%	-2	-55%	-6	0	13%	0%	-0.1%	4	-6
- CCS(=O)(=O)CCSc1nc2c(cc1C#N)CCCC2
→ 5%	-1%	2	1%	-3	4	0%	-18%	-0.3%	-12	-19
- Cc1ccccc1-c1nc(CS(=O)(=O)CC(=O)N2CCc3ccccc3C2)c(C)o1
→ 9%	-1%	14	2%	-8	-8	0%	-6%	-0.1%	23	-8
- O=C(c1ccc2c(=O)n(C3CCCC3)c(=S)[nH]c2c1)N1CCN(C2CCCCC2)CC1
→ -4%	-1%	-2	-3%	4	5	1%	-3%	5.7%	0	-12
- COc1ccccc1N1CCN(S(=O)(=O)c2cc(Br)cnc2N)CC1
→ 1%	2%	-2	.	-16	.	5%	.	0.6%	-21	-4
- Nc1c(-c2ccccc2)c(CN2CCOCC2)nn1-c1ccc(F)cc1
→ 5%	3%	2	3%	-2	1	-5%	-10%	0.1%	16	0
- CN(C)CCNC(=O)COc1cccc(Cl)c1
→ 12%	4%	1	17%	2	2	6%	2%	-0.4%	27	-4
- Cc1ccc(NC(=O)Cn2nc([N+](=O)[O-])c(Br)c2C)cc1C
→ 4%	2%	-2	0%	8	-1	.	?	-0.3%	-6	-4
- O=[N+]([O-])c1cccc(-c2nc(-c3ccncc3)no2)c1
→ -16%	4%	-3	1%	-14	0	-2%	-11%	-0.2%	-4	14
- COc1ccccc1OCc1ccc(C(=O)N2CCN(C)CC2)o1
→ -5%	5%	-6	1%	12	2	3%	-2%	-2.0%	1	20
- COc1ccc(CN2CCCC(C(=O)c3ccc(SC)cc3)C2)cc1Cn1cccn1 (stereo not given)
→ 22%	-4%	16	-5%	-4	0	2%	?	?	-96*	-82*
- Cc1c(C(=O)O)sc2nc3n(c(=O)c12)CCC3
→ 4%	0%	0	.	8	3	12%	-11%	0.0%	-5	-8
- CC(=O)Nc1ccc(CN2CCCC(CCC(=O)NCc3ccccc3F)C2)cc1 (stereo not given)
→ 9%	2%	0	-6%	17	1	15%	-16%	-0.1%	33	-9
- CC(=O)Nc1c(C(=O)N2CCCCCC2)cnn1-c1ccccc1
→ -6%	3%	3	2%	-9	5	1%	-4%	-1.4%	22	9
- CC(C)c1ccc(C(C(=O)NC2CCCCC2)N(C(=O)c2csnn2)C2CC2)cc1 (stereo not given)
→ -3%	0%	?	1%	-8	0	16%	-23%	0.1%	-8	1
- COC(=O)[C@@H](NC(=O)NCc1cccs1)C(C)C
→ -11%	3%	-4	-5%	11	1	-3%	2%	0.6%	-5	-10
- COc1ccc(F)cc1S(=O)(=O)N1CCCN(S(=O)(=O)c2cc(F)ccc2OC)CC1
→ 8%	2%	2	1%	17	2	0%	-3%	0.0%	7	15
- O=C(CSC1=NCCN1)NC1CCCCCC1
→ 11%	-8%	6	-3%	-17	0	5%	8%	-0.7%	1	-10
- CC1CCCN(CCCOc2ccccc2-c2ccccc2)C1 (stereo not given)
→ -3%	3%	-3	-6%	-28	-4	-2%	-16%	-0.2%	6	-44
- FC(F)(F)c1cccc(NC(=S)NC(c2ccccc2)c2ccccc2)c1
→ -1%	-2%	?	2%	-10	-1	-1%	-14%	0.2%	0	-7
- CCC(CO)(CO)N(CC(=O)Nc1ccc(OC)cc1)CC(=O)Nc1ccc(OC)cc1
→ -17%	-1%	3	.	20	0	.	?	0.0%	6	-1
- CCC1(c2ccc(F)cc2)NC(=O)N(CC(=O)NC2CCCCCC2)C1=O (stereo not given)
→ .	0%	.	.	-20	.	.	.	0.4%	-8	-4
- COc1ccccc1C(=O)NC(=O)CSc1cccc[n+]1[O-]
→ -3%	2%	-3	.	8	4	11%	2%	0.1%	-8	10
- O=c1c2c3c(sc2nc(NCCO)n1-c1ccccc1)CCCC3
→ -6%	1%	29	-1%	-16	1	7%	-19%	-4.7%	-2	-21
- O=C(CSc1ccc(-c2ccccn2)nn1)NCc1ccc(Cl)cc1
→ 3%	3%	2	-3%	-7	-1	1%	-17%	-0.1%	4	1
- COCCNC(=O)CSc1nc2sc(C)c(C)c2c(=O)n1-c1ccccc1
→ 12%	-1%	2	-2%	4	5	4%	.	2.5%	-9	-7
- O=C(COC(=O)c1cccs1)Nc1ccc(Cl)cn1
→ .	6%	.	.	-1	.	.	.	2.9%	2	-18
- COc1n[nH]c(C(=O)Nc2cc(F)ccc2C)c1[N+](=O)[O-]
→ -1%	1%	-7	-1%	9	2	.	4%	-0.5%	-31	-3
- CC1Cn2c(nnc2-c2ccccc2O)S1 (stereo not given)
→ -7%	2%	.	-26%	-14	1	2%	19%[11.7 µM]	0.2%	-5	-3
- O=C(c1ccncc1)N1CCN(C2CCC(c3ccccc3)CC2)CC1 (stereo not given)
→ 3%	0%	0	-1%	-17	4	1%	.	-0.4%	31	-50
- CCOC(=O)c1cccnc1SC(CC)C(=O)NCc1ccco1 (stereo not given)
→ 12%	2%	1	1%	-2	1	1%	4%	0.0%	3	2
- CCCN(C(=O)COC(=O)COc1c(C)cccc1C)c1c(N)n(Cc2ccccc2)c(=O)[nH]c1=O
→ .	0%	3	.	-12	.	.	.	-1.0%	1	9
- CN(C)C(=O)c1ccc(NC(=O)COc2cccc(Oc3ccccc3)c2)cc1
→ -3%	6%	3	2%	4	.	1%	.	-1.0%	-17	-5
- Cc1cccc(CN2CCN(Cc3cccc4nonc34)CC2CCO)n1 (stereo not given)
→ 7%	-2%	2	-1%	-28	4	2%	9%	0.3%	-1	9

Some of the compounds tested; count on the stated rates, not on these rows.
